# NCOA1 inh = SRC1 coactivator transcriptional activity inhibitors, primary screen, cell-based, luminescence; Nuclear receptor coactivator 1 (Homo sapiens), Q15788; HEK293 GAL4-SRC1 luciferase reporter; inhibition, % at 3.6 µM; 0.12% of 360,000 active;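 active = inhibition above the campaign mean plus 3 SD, with each screening campaign given its own cutoff, cut at about 60% in these data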;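 also: 0% = DMSO treated cells and 100% = gossypol at 36 µM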
# NR2F2 inh = NR2F2 transcriptional activity inhibitors, primary screen, cell-based, luciferase reporter, HEK293T, luminescence; HEK293T NGFI-A luciferase reporter; COUP transcription factor 2 (Homo sapiens), P24468; inhibition, % at 8.6 µM; 0.7% of 370,000 active;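 active = inhibition above a per-plate cutoff, mean inhibition of test wells between control levels plus 3 SD, cut at about 38% in these data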;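 also: cells cotransfected with COUP-TFII expression vector driving the NGFI-A reporter; 0% = median of COUP-TF2 test wells and 100% = reporter-only cells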
# Target sequence (P24468 whole entry, looked up): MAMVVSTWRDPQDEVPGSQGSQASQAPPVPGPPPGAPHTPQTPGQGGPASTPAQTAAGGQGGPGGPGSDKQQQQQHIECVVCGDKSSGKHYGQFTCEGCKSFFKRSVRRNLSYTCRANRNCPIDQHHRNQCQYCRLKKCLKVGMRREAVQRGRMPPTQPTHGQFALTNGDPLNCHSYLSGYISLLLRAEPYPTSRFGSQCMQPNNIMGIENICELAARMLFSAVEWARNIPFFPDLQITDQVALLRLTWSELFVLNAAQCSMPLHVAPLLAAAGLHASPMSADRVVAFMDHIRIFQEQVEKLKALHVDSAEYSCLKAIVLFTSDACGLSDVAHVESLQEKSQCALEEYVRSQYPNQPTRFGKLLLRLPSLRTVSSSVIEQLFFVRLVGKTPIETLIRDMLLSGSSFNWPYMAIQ
# TLR9-MyD88 inh = inhibitors of TLR9-MyD88 association in cells, primary screen, cell-based, CHO, BLA complementation, fluorescence. Toll-like receptor 9 (Homo sapiens) + Myeloid differentiation primary response protein …. 0.21% of 340,000 active. inhibition, % at 4.98 µM. CCF4 FRET ratio. AID 504734, 2011;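 active = inhibition above the mean over all tested compounds plus 3 SD, cut at about 21% in these data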;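 also: 0% = DMSO only wells and 100% = clavulanate BLA inhibitor control wells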
# NOD2 RIPK2 PPI = NOD2-RIPK2 binding disruptors in cells, primary screen, fluorescence, CHO cells, BLA complementation | CCF4 ratio | AID 624267, 2012 | inhibition, % at 4.98 µM | 0.38% of 360,000 active; in the data active = inhibition above about 21%;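 also: 0% = vehicle only and 100% = reference blocker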
# Target sequence (O43353 whole entry, looked up): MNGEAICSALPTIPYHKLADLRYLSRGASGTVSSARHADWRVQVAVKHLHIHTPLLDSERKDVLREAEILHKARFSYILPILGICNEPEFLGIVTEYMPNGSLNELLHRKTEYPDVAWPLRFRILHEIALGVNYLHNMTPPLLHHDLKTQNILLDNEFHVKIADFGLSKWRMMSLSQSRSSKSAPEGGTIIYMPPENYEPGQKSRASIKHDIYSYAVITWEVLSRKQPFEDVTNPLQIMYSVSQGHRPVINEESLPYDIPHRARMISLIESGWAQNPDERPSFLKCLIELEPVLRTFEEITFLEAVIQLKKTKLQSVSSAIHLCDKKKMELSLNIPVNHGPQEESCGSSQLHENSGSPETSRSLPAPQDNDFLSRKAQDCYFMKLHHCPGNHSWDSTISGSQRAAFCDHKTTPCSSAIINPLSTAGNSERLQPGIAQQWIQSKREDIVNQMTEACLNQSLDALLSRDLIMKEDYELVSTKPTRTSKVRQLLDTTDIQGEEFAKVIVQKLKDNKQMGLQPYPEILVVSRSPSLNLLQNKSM
# MC4R antag cAMP = MC4R antagonists of cAMP signaling, primary screen, cell-based, TR-FRET, antagonist arm of biased-ligand search; MC4R-expressing cells, MTII-stimulated cAMP, LANCE TR-FRET; inhibition, % at 6.5 µM; 0.48% of 360,000 active; AID 540295, 2011;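 active = inhibition above its plate's cutoff, the mean of tested wells on that plate plus 3 SD, cut at about 29% in these data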;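 also: 0% = Melanotan II alone and 100% = Melanotan II plus saturating MCL0020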
#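 Assay system: U2OS-MC4R stable cell line; Also added: Melanotan II; Technique: Eu-cAMP/anti-cAMP TR-FRET, emission 671 nm; Times: 30-min compound, 1-h challenge, 1-h detection, room temperature.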
# NCOA2 inhibitor = inhibition of GAL4-SRC2 driven luciferase reporter, primary screen, SRC2 inhibitor project, cell-based, luminescence; inhibition, % at 9 µM; 0.17% of 370,000 active; AID 651957, 2012; HEK293 GAL4-SRC2 luciferase reporter; Nuclear receptor coactivator 2 (Homo sapiens), Q15596;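 active = inhibition above the mean inhibition of all tested compounds plus 3 SD, set per campaign, cut at about 52% in these data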;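 also: 0% = DMSO treated cells and 100% = cells given Gossypol at 36 µM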
# SRC3 inh = SRC3 coactivator transcriptional activity inhibitors, primary screen, cell-based, luminescence; 0.17% of 360,000 active; AID 588352, 2011; HEK293 GAL4-SRC3 luciferase reporter; Nuclear receptor coactivator 3 (Homo sapiens), Q9Y6Q9; inhibition, % at 3.6 µM;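 active = inhibition above a per-campaign cutoff, the mean of all compounds plus 3 SD, cut at about 60% in these data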;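 also: 0% = DMSO-treated cells and 100% = gossypol-treated cells at 36 µM; higher means less SRC3-driven luciferase light from the GAL4 reporter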
# NR5A2 inv ag = LRH-1 (NR5A2) inverse agonists, primary screen, cell-based, luminescence, HEK293T, StAR-luciferase reporter; LRH-1 transfected, 24 h; Nuclear receptor subfamily 5 group A member 2 (Homo sapiens), O00482; 0.13% of 360,000 active; inhibition, % at 3.6 µM;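 active = inhibition above the mean inhibition of all tested compounds plus 3 SD, cut at about 73% in these data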;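 also: 0% = DMSO wells and 100% = reporter-only cells lacking LRH-1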
# LMP1 NFkB inh = EBV LMP1-driven NF-kappaB luciferase reporter inhibitors, primary screen, cell-based, luminescence, single point. AID 504558, 2011. 0.69% of 350,000 active. inhibition, % at 12.5 µM. LMP1-induced NF-kappaB luciferase reporter cells; in the data active = inhibition above about 41%;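 also: 0% = neutral control wells and 100% = reference inhibitor control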
# MC4R barr agon = MC4R agonists recruiting beta-arrestin, primary screen, cell-based, luminescence, agonist arm of biased-ligand search. Melanocortin receptor 4 (Homo sapiens), P32245. 0.98% of 360,000 active. U2OS MC4R beta-arrestin complementation; percent of melanotan II response, DMSO zero. AID 540308, 2011. activation, % at 8.9 µM;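 active = activation above a per-plate cutoff, the mean activation of sample wells on that plate plus 3 SD, cut at about 8% in these data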
# ABHD5-PLIN5 inh = ABHD5-PLIN5 interaction inhibitors, primary screen, cell lysate, split luciferase complementation, luminescence; Perilipin-5 (Homo sapiens) + 1-acylglycerol-3-phosphate O-acyltransferase ABHD5 (Homo …; Split G. princeps luciferase complementation, 4 h; 0.78% of 360,000 active; inhibition, % at 4 µM;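 active = inhibition above the mean inhibition across every tested compound plus 3 SD, cut at about 22% in these data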;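 also: 0% = DMSO only wells and the 100% control is not disclosed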
# Numbers without * were called inactive; · = not tested or not shown. The list is partial (hit frequency here may not be typical).
ABHD5-PLIN5 inh,NOD2 RIPK2 PPI,NCOA1 inh,LMP1 NFkB inh,SRC3 inh,NR2F2 inh,TLR9-MyD88 inh,MC4R barr agon,MC4R antag cAMP,NCOA2 inhibitor,NR5A2 inv ag,smiles
-6,-7,4,3,-15,2,-18,1.1,11,-29,17,COc1cc2c(cc1OC)C(Cc1ccccc1[N+](=O)[O-])=NCC2
-2,4,-27,-10,-32,-29,7,1.3,-5,-20,-46,O=C(Nc1ccon1)c1ccc2c(c1)OCO2
-2,-17,-4,17,13,10,5,-2.6,12,17,4,C=C(C(=O)c1ccccc1)C(C(=C)C(=O)c1ccccc1)c1ccc(OC)cc1
-2,-5,19,3,17,0,-2,-0.7,-5,-19,-9,O=C(Nc1ccnn1C1CCN(C2CCCCC2)CC1)c1ccccc1
7,8,11,·,-10,-6,·,-0.9,-2,-12,1,COc1cc(Nc2ccn3nccc3n2)cc(OC)c1OC
-8,-14,-3,1,0,12,0,-1.9,0,-13,16,COc1ccccc1-n1cnnc1SCC(=O)N1CCOCC1
6,-5,-12,-5,-24,-8,-6,-1.3,9,-11,-8,O=C1CCC(C(=O)OCc2nnc(-c3ccc(Br)cc3)o2)=NN1
5,-3,3,-2,12,4,8,-1.2,13,7,-6,O=C(CC1S/C(=N\S(=O)(=O)c2ccccc2)N(c2ccccc2)C1=O)Nc1ccc(F)cc1 (configuration not stated)
-6,2,-50,-21,-33,-7,1,0.0,4,-26,-60,COc1ccc(C(=O)NCC2OCCc3ccccc32)c(O)c1 (configuration not stated)
3,1,-18,0,-4,-8,2,1.3,0,-8,-16,COc1ncnc2c1ncn2CC1COC(C)(C)O1 (configuration not stated)
9,-3,5,-1,-4,-7,0,0.6,13,5,12,COc1cccc(C2NC(=O)NC(C)=C2C(=O)Nc2ccc(C)cc2)c1OC (configuration not stated)
4,-17,-39,3,-37,28,-6,4.7,3,11,-21,CCCc1ccc(OCc2ccc(C(=O)N3CCCC3)o2)cc1
5,-6,8,-7,-5,-6,-1,-0.1,14,-26,-24,O=S(=O)(Nc1nc2ccccc2nc1N1CCN(c2ccccn2)CC1)c1ccc(Cl)cc1
1,-4,-42,-8,-34,-19,-10,-1.8,-14,-35,-17,CN(C)c1ccc(NC(=O)Nc2ccc3snnc3c2)cc1
1,1,-2,-4,16,9,-1,6.7,4,-11,14,Cc1cc(C)c(NC(=O)Cn2nnc(C(=O)NCc3cccs3)c2N)c(C)c1
4,-6,3,1,9,-11,6,0.2,1,-16,-1,COC(=O)c1ccc(CNC(=O)COC(=O)/C=C/c2cccc(OC)c2)cc1
0,-2,6,0,23,10,5,0.1,6,22,14,COc1cccc(-c2nc(CS(=O)(=O)CC(=O)NC3CCCCCC3)c(C)o2)c1
2,-7,-14,-3,-3,-6,3,0.1,3,-11,-4,CC(C)CC(C(=O)Nc1ccc2c(c1)OCCO2)N1C(=O)c2ccccc2C1=O (configuration not stated)
5,-10,-26,1,2,-6,-11,-2.3,0,0,-7,COc1ccc(C2C(C(=O)/C=C/c3ccco3)=C(O)C(=O)N2CCN2CCOCC2)cc1OC (configuration not stated)
-3,-15,-6,6,-16,19,4,0.2,4,23,5,CN(C)C(=S)N=c1ssc(=S)n1Cc1cccnc1
-13,-1,-25,0,8,-9,-10,2.1,19,-11,5,CCC(C)(C)n1nnnc1C(c1cc2cc(OC)c(OC)cc2[nH]c1=O)N1CCc2ccccc21 (configuration not stated)
0,-1,0,-4,2,14,4,-3.6,1,-8,10,CCC1Nc2ncnc(N3CCN(c4ccccc4)CC3)c2N(Cc2ccc(C)cc2)C1=O (configuration not stated)
-4,-12,-12,-2,-12,12,2,-3.8,3,1,2,O=C(CC1C(=O)NCCN1CC1CCCCC1)NC1(c2ccccc2)CC1 (configuration not stated)
7,-5,6,-9,-6,-3,-1,-0.7,0,13,5,CN(Cc1ccccc1)C(=O)c1ccc(NC(=O)Cc2ccc([N+](=O)[O-])cc2)cc1
-3,-11,-6,5,-20,-11,5,-1.1,2,-14,-28,CCOc1ccc(C2C(C(=O)c3cccs3)=C(O)C(=O)N2CCN2CCOCC2)cc1 (configuration not stated)
-4,-7,-15,-19,4,3,·,2.0,18,-3,14,Cc1ccc(/C=C2\C(=O)ON=C2c2ccccc2)o1
1,6,7,-4,5,-13,-2,0.1,-3,3,-9,CCCOc1ccc(-c2c(C(=O)N/N=C(\C)c3cccnc3)nnn2-c2nonc2N)cc1
2,5,0,4,6,2,8,-1.7,11,16,-6,COc1ccc(Cl)cc1N1C(=O)[C@@H]2C(c3cccc(OC)c3OC)=NO[C@@H]2C1=O
5,-7,-19,-6,-3,-7,2,0.0,3,-4,-11,O=[N+]([O-])c1ccccc1CNC1CCCCCC1
1,1,28,-3,29,58*,-2,0.1,12,9,33,O=[N+]([O-])c1ccc(C[n+]2cccc3c4ccccc4ccc32)cc1
-16,-4,-3,-1,11,3,6,0.1,-18,-12,23,Cc1nnc(N/N=C\c2ccc(-c3ccccc3[N+](=O)[O-])o2)n1N
1,0,-21,-2,-37,1,-10,1.5,18,-7,-32,O=C(NCc1ccccc1Br)c1ccc2c(c1)OCCO2
1,-7,4,8,7,-13,-8,-2.4,15,-14,9,COc1ccc(NS(=O)(=O)c2cccc(C(=O)NCC(c3ccc(OC)cc3)N3CCOCC3)c2)cc1 (configuration not stated)
-7,-4,2,·,0,-1,6,-0.5,2,-1,6,O=c1[nH]nc(C(F)(F)F)c2nnn(Cc3ccccc3Cl)c12
-4,-4,9,21,2,24,-12,-1.3,2,-2,-24,NNC(=O)CN1C(c2cccc(Cl)c2)=Nc2ccc(Br)cc2C1c1ccccc1 (configuration not stated)
3,-8,-10,1,10,-3,2,8.7*,0,2,-21,COc1ccc(/C=N/NC(=O)c2ccc(Cl)cc2)cc1Cn1cc(Cl)cn1

# 10 successive compounds already listed, for reference:
ABHD5-PLIN5 inh,NOD2 RIPK2 PPI,NCOA1 inh,LMP1 NFkB inh,SRC3 inh,NR2F2 inh,TLR9-MyD88 inh,MC4R barr agon,MC4R antag cAMP,NCOA2 inhibitor,NR5A2 inv ag,smiles
-6,-7,4,3,-15,2,-18,1.1,11,-29,17,COc1cc2c(cc1OC)C(Cc1ccccc1[N+](=O)[O-])=NCC2
-2,4,-27,-10,-32,-29,7,1.3,-5,-20,-46,O=C(Nc1ccon1)c1ccc2c(c1)OCO2
-2,-17,-4,17,13,10,5,-2.6,12,17,4,C=C(C(=O)c1ccccc1)C(C(=C)C(=O)c1ccccc1)c1ccc(OC)cc1
-2,-5,19,3,17,0,-2,-0.7,-5,-19,-9,O=C(Nc1ccnn1C1CCN(C2CCCCC2)CC1)c1ccccc1
7,8,11,·,-10,-6,·,-0.9,-2,-12,1,COc1cc(Nc2ccn3nccc3n2)cc(OC)c1OC
-8,-14,-3,1,0,12,0,-1.9,0,-13,16,COc1ccccc1-n1cnnc1SCC(=O)N1CCOCC1
6,-5,-12,-5,-24,-8,-6,-1.3,9,-11,-8,O=C1CCC(C(=O)OCc2nnc(-c3ccc(Br)cc3)o2)=NN1
5,-3,3,-2,12,4,8,-1.2,13,7,-6,O=C(CC1S/C(=N\S(=O)(=O)c2ccccc2)N(c2ccccc2)C1=O)Nc1ccc(F)cc1 (configuration not stated)
-6,2,-50,-21,-33,-7,1,0.0,4,-26,-60,COc1ccc(C(=O)NCC2OCCc3ccccc32)c(O)c1 (configuration not stated)
3,1,-18,0,-4,-8,2,1.3,0,-8,-16,COc1ncnc2c1ncn2CC1COC(C)(C)O1 (configuration not stated)

# (further entries)
ABHD5-PLIN5 inh,NOD2 RIPK2 PPI,NCOA1 inh,LMP1 NFkB inh,SRC3 inh,NR2F2 inh,TLR9-MyD88 inh,MC4R barr agon,MC4R antag cAMP,NCOA2 inhibitor,NR5A2 inv ag,smiles
-6,0,-9,12,-19,18,8,22*,0,-19,-9,N#Cc1ccccc1OCC(=O)Nc1c(C(=O)C2CC2)oc2ccccc12
10,-13,-15,2,-7,-10,-4,0.3,7,-2,-5,COc1ccc([C@H]2N[C@]3(CCCN(Cc4cccn4C)C3=O)[C@H]3C(=O)N(C)C(=O)[C@@H]23)cc1
9,-9,1,7,6,11,-5,-0.4,2,5,0,N#C/C(=C\c1c(N2CCOCC2)nc2ccccn2c1=O)S(=O)(=O)c1ccccc1
-4,4,9,0,9,-27,-8,-0.6,-1,-20,-19,CC(CC(=O)Nc1nccs1)c1ccccc1 (configuration not stated)
-2,-3,-5,-10,11,17,-14,-0.3,18,-4,-14,COc1ccc(C2NC(=S)NC(C)=C2C(=O)N2CCOCC2)cc1 (configuration not stated)
-6,-4,5,-4,8,-10,-9,0.4,10,-17,5,O=C1CCCc2c1nc(-c1ccccc1F)n2O
-5,20,-13,-11,6,-6,-9,-0.2,9,-34,-9,ClCc1csc(-c2ccc(Cl)cc2)n1
0,0,-89,-2,-6,0,0,-1.1,0,16,6,COc1ccc(CCNC(=O)CCn2cccc2)cc1OC
2,-19,0,-2,-1,-11,-5,-1.4,0,-20,-10,CN(C)S(=O)(=O)c1ccc(C(=O)Nc2ccc(OCC(=O)N3CCOCC3)cc2)cc1
-6,-3,-14,-2,-2,-9,-7,-2.2,-1,-2,18,O=C(O)C1CCCN1C(=O)C1CCN(S(=O)(=O)c2cccc(C(F)(F)F)c2)CC1 (configuration not stated)

# High-throughput results (PubChem BioAssay)
